# Compound activity (PubChem)
# DNMT1 block: inhibitors of human DNMT1; P26358; DNMT1 molecular beacon, Hinp1I cleavage, fluorescence; inhibition (reported as % activation of signal), % at 10 µM; actives 0.83% (n = 360,000); AID 588458; in the data active = inhibition above about 50%
# LMPTP block: LMPTP (human) inhibition; recombinant LMPTP-A, OMFP fluorogenic substrate, fluorescence intensity; actives 0.22% (n = 360,000); inhibition, % at 20 µM;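 active = compounds that cut the enzyme signal by at least half of the control window in the single-dose screen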;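 note: plate controls were DMSO wells with enzyme plus substrate for no effect and substrate without enzyme for full effect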
#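 Test system: LMPTP-A, protein tyrosine phosphatase of low molecular weight; Input: 0.625 nM enzyme; Incubation: 50 min dark incubation at room temperature; Signal: endpoint fluorescence intensity from OMFP dephosphorylation; Read-out basis: % inhibition versus control wells.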
# CendR NRP1 mod: modulators of CendR peptide binding to human neuropilin-1. O14786. FAM-RPARPAR peptide binding to NRP-1, fluorescence polarization. inhibition, % at 25 µM. actives 0.85% (n = 360,000). AID 602438;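 active = inhibition or corrected inhibition above about 18%, plus a signal ratio from 0.5 to 1.5, limit read from the data, passing the limit was not always enough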; note: strong numbers were not always called active
# NadD inh: blocks S. aureus nicotinate mononucleotide adenylyltransferase; purified NadD enzyme, colorimetric absorbance read-out; inhibition, % at 20 µM; actives 0.78% (n = 360,000); in the data active = inhibition above about 26%; note: some compounds past the cut are filed as inactive
# SKN-1 inh: blocks SKN-1 activity in C. elegans | C. elegans VP596 Pgst-4::GFP/RFP ratio, acrylamide-induced, 24 h | inhibition, % at 21.8 µM | actives 0.49% (n = 360,000) | AID 624304;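 active = interference check ratio from 0.5 to 1.5 plus GFP to RFP signal ratio inhibition reaching or exceeding a fixed threshold, cut at about 30% in these data, passing the limit was not always enough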; note: some compounds called inactive have numbers as strong as hits
# STEP block: blocks human striatal-enriched tyrosine phosphatase | P54829 | recombinant STEP, OMFP fluorogenic substrate, fluorescence | inhibition, % at 20 µM | actives 0.25% (n = 360,000);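 active = inhibition at 20 µM, scaled per plate between control wells, above about 37%, limit read from the data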;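 note: 0% = DMSO with enzyme and substrate and 100% = substrate only without enzyme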
#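 medium = Bis-Tris buffer pH 6.0, 2.5 mM DTT, 0.005% Tween 20 | test system = STEP (striatal-enriched tyrosine phosphatase) enzyme, cell-free | measure = normalized % inhibition | compound dosing = 20 µM, 1% DMSO | also added = 25 µM OMFP | schedule = reaction 20 min, ambient temperature | measured by = fluorescence read at 480 nm ex / 540 nm em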
# SUMO1 PPI mod: modulators of human SUMO1-mediated protein-protein interactions; P63165; SUMO1 binding to a labelled peptide, TR-FRET, 1 h; inhibition, % at 20 µM; actives 0.33% (n = 360,000); in the data active = inhibition above about 37%
# Target sequence (P63165 whole entry, looked up): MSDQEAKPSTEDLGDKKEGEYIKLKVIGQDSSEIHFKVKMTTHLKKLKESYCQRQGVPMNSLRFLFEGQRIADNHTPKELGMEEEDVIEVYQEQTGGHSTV
# Neddylation inh: inhibitors of human cullin neddylation. P61081+Q13564. TR-FRET cullin neddylation, biochemical. calls only at 25 µM. actives 0.58% (n = 360,000); in the data active = inhibition above about 36%
# Target sequence (P61081 whole entry, looked up): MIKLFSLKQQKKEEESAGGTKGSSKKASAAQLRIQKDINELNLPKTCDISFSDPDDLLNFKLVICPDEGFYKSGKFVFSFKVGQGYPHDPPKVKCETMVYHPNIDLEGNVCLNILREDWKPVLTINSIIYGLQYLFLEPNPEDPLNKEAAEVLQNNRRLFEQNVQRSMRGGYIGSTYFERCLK
# Target sequence (Q13564 whole entry, looked up): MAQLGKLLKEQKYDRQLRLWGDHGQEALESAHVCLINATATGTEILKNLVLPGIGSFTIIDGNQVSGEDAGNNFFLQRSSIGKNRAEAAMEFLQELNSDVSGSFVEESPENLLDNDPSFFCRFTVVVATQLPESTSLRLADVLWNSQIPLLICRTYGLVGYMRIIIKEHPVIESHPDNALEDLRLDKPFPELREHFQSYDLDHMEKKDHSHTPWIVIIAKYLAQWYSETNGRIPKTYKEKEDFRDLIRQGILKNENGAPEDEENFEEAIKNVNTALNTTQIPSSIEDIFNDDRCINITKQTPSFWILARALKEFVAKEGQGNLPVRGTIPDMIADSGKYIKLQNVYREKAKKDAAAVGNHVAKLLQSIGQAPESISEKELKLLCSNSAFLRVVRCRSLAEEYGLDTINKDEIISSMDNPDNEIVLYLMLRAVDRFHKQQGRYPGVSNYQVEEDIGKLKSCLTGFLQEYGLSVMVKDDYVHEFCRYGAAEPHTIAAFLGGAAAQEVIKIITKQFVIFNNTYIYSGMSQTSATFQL
# TbMetRS inhib: blocks T. brucei methionyl-tRNA synthetase activity | purified T. brucei MetRS, ATP depletion, Kinase-Glo luminescence | inhibition, % at 11.9 µM | actives 0.4% (n = 360,000);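 active = inhibition above a per-plate cutoff of the control wells' mean inhibition plus 3 SD, cut at about 5.5% in these data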;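 note: 0% = DMSO wells median and 100% = median of wells with control inhibitor compound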
#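 System: purified T. brucei MetRS enzyme / Detection: Kinase-Glo luciferase luminescence reporting remaining unconsumed ATP / Medium: HEPES buffer with MgCl2, KCl, DTT, spermine, BSA, pyrophosphatase / Replication: singlicate, one well per compound / Evaluation: percent inhibition relative to median high and low control wells / Schedule: 2 h aminoacylation at 25 °C after 15 min preincubation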
# Scp-1 inhibitor: blocks human Scp-1 phosphatase activity; Q9GZU7; Recombinant Scp1, phosphopeptide, malachite green phosphate absorbance; inhibition, % at 20 µM; actives 0.88% (n = 340,000); AID 493091;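 active = inhibition above about 50% at 20 µM, limit read from the data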;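 note: plate controls were DMSO wells with enzyme for no effect and wells lacking enzyme for full effect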
# Target sequence (Q9GZU7 76-261 limits assumed): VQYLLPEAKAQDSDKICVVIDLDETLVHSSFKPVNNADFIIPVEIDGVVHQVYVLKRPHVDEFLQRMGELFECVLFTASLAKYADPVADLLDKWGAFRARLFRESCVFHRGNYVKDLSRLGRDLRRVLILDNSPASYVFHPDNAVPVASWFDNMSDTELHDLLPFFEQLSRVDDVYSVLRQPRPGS
#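 Material – SCP-1 phosphatase catalytic domain, residues 76-261 · Buffer or medium – Acidic Tris acetate buffer with magnesium and detergent · Also added – Phospho 17-mer peptide substrate · Compound – single 20 µM dose, 1% DMSO · Times – 45 min room-temperature reaction, 5 min colour, 30 min stabiliser · Technique – Phosphate-binding colour reagent, absorbance read at 630 nm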
# An asterisk follows results filed as active; i = inactive; / = no result given; & = joins results of further samples; ! = repeats disagree. Not a hit list, and some 4.6% of all compounds hit somewhere here.
no.	canonical_smiles	DNMT1 block	LMPTP block	CendR NRP1 mod	NadD inh	SKN-1 inh	STEP block	SUMO1 PPI mod	Neddylation inh	TbMetRS inhib	Scp-1 inhibitor
1	O=C(CN1C(=O)C2C3CC(C(Br)C3Br)C2C1=O)Nc1ccc(C(=O)O)cc1 (centres undefined)	-1	0.1	8	-3	1	1	22	i	-0.1	-2
2	Cc1cc(SCC(=O)N/N=C/c2cccnc2)nc2c(C)cccc12	0	0.3	0	2	22	-4	2	i	-0.1	3
3	C/C(=N/OC(=O)c1ccc(C)cc1)C(=O)c1ccc(Br)cc1	0	-1.5	-7	-2	13	1	2	i	0.0	-4
4	CCCOc1cccc(C(=O)NCCNC(=O)c2ccc(C)nc2)c1	2	-0.5	6	-4	-5	1	0	i	-0.4	-9
5	Cc1ccc(C)c(S(=O)(=O)NCCCc2ccccc2)c1	1	0.6	5	0	-8	0	30	i	-0.2	2
6	CS(=O)(=O)c1ccc(-c2cccc(NC(=O)c3ccc(Br)o3)c2)nn1	3	1.6	3	1	-7	0	-1	i	-0.7	9
7	COc1ccc(NC(=O)/C(N=Nc2ccc(Cl)c(S(=O)(=O)Nc3ccc(Cl)cc3)c2)=C(\C)O)cc1	-2	2.5	12	31*	10	1	3	i	0.2	-10
8	COc1ccc([N+](=O)[O-])cc1NC(=O)CC1SC(=Nc2cccc(C)c2C)N(/N=C/c2cccc(OC)c2OC)C1=O (centres undefined)	-5&0	4.1&3.2	3&-2	35*!	11&11	-1&4	-6&-1	i	0.2&0.3	-10&-11
9	COc1ccc(-c2nn(-c3ccccc3)cc2/C=C2/SC(=S)N(CCC(=O)O)C2=O)c(C)c1	12	7.3	-83	25	13	2	24	i	-0.8	-2
10	CCCOc1ccc(NC(=O)CC2C(=O)N(c3ccc(OCC)cc3)C(=S)N2C2CC2)cc1 (centres undefined)	0	1.4	-3	2	4	2	2	i	0.2	-5
11	CCCS(=O)(=O)NC(=O)C1(C)CCN(C(=O)Cc2ccc(OC)cc2)C1 (centres undefined)	-1	-4.4	10	-3	10	0	-3	i	-0.1	/
12	Cc1cc(-c2csc(NC(=O)c3ccccc3C(F)(F)F)n2)c(C)n1Cc1ccccc1	1	2.4	-31	33*	3	-1	-4	i	0.4	-5
13	CC(=O)c1c(C)[nH]c(C(=O)Nc2ccc(S(=O)(=O)N(C)C)cc2)c1C	0	1.2	5	-8	-5	0	-8	i	0.7	-10
14	COc1ccc(CCNC(=O)C2CCCN2S(=O)(=O)c2cccc3nsnc23)cc1OC (centres undefined)	0	-3.4	2	0	-12	3	-28	i	-0.5	-4
15	S=C(Nc1cccc2ccccc12)NN1CCOCC1	-8	1.3	25*	-2	-50	-1	-7	i	-1.4	-5
16	COc1ccccc1NC(=O)C1=C(C)NC(=O)NC1c1ccco1 (centres undefined)	1	3.3	4	-10	-12	3	0	i	-0.3	-8
17	Cc1cc(/C=C2\SC(=O)N(CC(=O)Nc3ccccc3F)C2=O)c(C)n1C	1	0.1	-16	-1	-9	3	4	i	-0.2	5
18	O=C1NC(=S)NC(=O)C1=Cc1ccccc1C(=O)O	0	1.3	-26	0	11	1	8	i	-0.1	0
19	O=C(CC1COc2ccccc2O1)NCCc1ccccc1 (centres undefined)	1	1.4	-7	0	-16	-2	-4	i	-0.7	0
20	O=C(Nc1ccc2c(c1)CCC2)c1cc2ccccc2o1	-6	4.2	-10	-8	-5	5	3	i	-0.4	-3
21	CCc1cc2c3c(c(=O)oc2cc1O)CCCC3	-1	-9.1	12	2	20	-1	-1	/	0.3	-5
22	NC(=O)[C@@H]1CCCN1C(=O)c1ccc2nc(Cc3ccccc3F)oc2c1	2	-0.6	-6	-3	5	0	1	i	-0.2	-5
23	Cc1cc(=O)n(CCCO)c(O)c1C#N	-8	-0.1	15	-3	12	6	1	i	-0.4	-10
24	CC(=O)NCc1ccc(C(=O)COC(=O)COc2ccc(Cl)c(C)c2)s1	-22	1.8	2	-7	-13	1	4	i	-0.4	-11
25	CC(=O)c1noc(C)c1C(=O)Nc1nccs1	0	-1.2	-4	3	-2	-5	-4	i	-0.3	-4
26	CCc1nnc(NC(=O)CN2C(=O)NC3(CC(C)CC(C)(C)C3)C2=O)s1 (centres undefined)	0	-0.7	-2	-1	8	6	1	i	-0.1	-5
27	COc1ccccc1Nc1nc2c(s1)CCC2	-9	1.1	2	5	-1	2	3	i	-0.8	-2
28	COc1ccc(NC(=O)c2cc(-c3cc(Cl)ccc3O)n[nH]2)c(OC)c1	-2	11	-4	-5	12	15	17	i	0.1	7
29	O=C(NCc1ccccn1)c1ccc(Cl)s1	4	-0.9	-3	-1	8	-2	1	i	-0.1	-5
30	Cc1cc(NS(=O)(=O)c2ccc(NC(=S)NC(=O)c3cccnc3)cc2)no1	-1	1.2	17	2	5	-1	5	i	-0.2	3

# Arranged by number of heavy atoms (lowest first): part of the list above.
no.	canonical_smiles	DNMT1 block	LMPTP block	CendR NRP1 mod	NadD inh	SKN-1 inh	STEP block	SUMO1 PPI mod	Neddylation inh	TbMetRS inhib	Scp-1 inhibitor
18	O=C1NC(=S)NC(=O)C1=Cc1ccccc1C(=O)O	0	1.3	-26	0	11	1	8	i	-0.1	0
15	S=C(Nc1cccc2ccccc12)NN1CCOCC1	-8	1.3	25*	-2	-50	-1	-7	i	-1.4	-5
24	CC(=O)NCc1ccc(C(=O)COC(=O)COc2ccc(Cl)c(C)c2)s1	-22	1.8	2	-7	-13	1	4	i	-0.4	-11
12	Cc1cc(-c2csc(NC(=O)c3ccccc3C(F)(F)F)n2)c(C)n1Cc1ccccc1	1	2.4	-31	33*	3	-1	-4	i	0.4	-5

# (listing goes on)
no.	canonical_smiles	DNMT1 block	LMPTP block	CendR NRP1 mod	NadD inh	SKN-1 inh	STEP block	SUMO1 PPI mod	Neddylation inh	TbMetRS inhib	Scp-1 inhibitor
31	CC(C)N(C(=S)Nc1cccnc1)c1ccccc1	0	0.2	0	-2	1	2	6	i	0.5	-3
32	CC(=O)OCC(=O)C1(O)CCC2C3CC(C)C4=CC(=O)CCC4(C)C3C(O)CC21C (centres undefined)	0	-1.6	-2	-5	5	1	-2	i	0.3	-18
33	Cc1nn(C)c(C)c1CS(=O)(=O)c1ccccc1	-3	-1.3	9	-3	1	10	-3	i	-0.5	1
34	CC(=O)c1cccc(NC(=O)NC2CC3CCCC(C2)N3CC(C)C)c1 (centres undefined)	2	-1.1	6	-4	-24	2	-1	i	-0.9	1
35	O=C(C1=C(O)C(=O)N(Cc2ccco2)C1c1cccc(Cl)c1)c1ccco1 (centres undefined)	-1	1.3	-12	8	-1	4	-7	i	-0.4	2
36	Cc1cnc([N+](=O)[O-])n1CCOC(=O)c1cccc(F)c1	-1	-1.9	2	-4	-7	-3	-21	i	-1.0	-7
37	CCOc1ccc(OCc2ccc(C(=O)Nc3cccc(C)n3)o2)cc1	0	-0.4	-9	4	5	3	3	i	-0.8	4
38	CC(C)Oc1c(Br)cc(Br)cc1/C=N/NC(N)=S	-4	1.3	-2	6	15	-4	-3	i	0.7	-4
39	O=C(NCc1cccnc1)C(=O)NCC1OCCCN1S(=O)(=O)c1ccc(Cl)cc1 (centres undefined)	-1	-3.1	0	-4	12	1	-2	i	-0.4	-6
40	Cc1ccc(NC(=O)c2c(C)nn(-c3ccccc3)c2Cl)cc1	4	0.5	-3	-6	-8	0	-1	i	0.3	-2
41	Cc1n[nH]c(=O)n1-c1ccc(OCc2ccccc2)cc1	1	-0.9	8	0	18	-2	-4	i	0.4	-6
42	CCOC(=O)CNC(=O)CSc1nc(-c2ccccc2)ns1	-2	-0.7	-4	-6	-4	10	-1	i	-1.1	2
43	Cc1ccc(NC(=O)COC(=O)CCCC2=NS(=O)(=O)c3ccccc3N2)cc1C	3	-0.6	2	-11	8	-1	-4	i	-0.4	3
44	CC(C)NC(=O)CCNS(=O)(=O)c1ccc(Br)cc1	-10	-1.5	-11	-3	8	0	-4	i	0.8	-6
45	CCOC(=O)N1CCN(c2ccc(C(=O)CC)cc2F)CC1	-1	-1.2	-12	1	-15	4	0	i	-1.1	6
46	COCC(C)NC(=S)Nc1ccccc1[N+](=O)[O-] (centres undefined)	-1	0.1	11	1	-5	-2	-13	i	-0.6	6
47	CCOC(=O)N1CCN(C(=O)Nc2ccc3nc(C)sc3c2)CC1	2	0.7	-1	1	-14	-2	3	i	-0.1	-2
48	CNC(=O)CSCc1c(F)cccc1Cl	2	-0.7	5	1	-15	-2	-3	i	-0.7	-9
49	COc1cccc(-c2cnc3c(NC=O)cc(-c4ccc(O)c(OC)c4)cn23)c1	-29	4.9	-10	17	4	2	-11	i	0.0	/
50	Cc1ccc(S(=O)(=O)Nc2c(O)c3ccccc3oc2=O)cc1C	2	-1.6	-2	-3	7	1	6	i	-0.6	-3
51	COc1cccc(NC(=O)CN(C)C(=O)CCNC(=O)c2ccc(Br)cc2)c1	1	-0.8	5	-6	-1	0	3	i	-0.1	-7
52	CCOc1ccccc1C(=O)N[C@H](C(=O)Nc1cc(S(=O)(=O)N(C)C)ccc1OC)C(C)C	-1	-1.9	-10	-2	9	0	1	i	-0.7	-6
53	Cc1ccc(S(=O)(=O)Nc2ccccc2C(=O)N2CCCCCC2)cc1	3	0.0	-2	0	16	-4	4	i	0.0	-10
54	Cc1csc(NC(=O)CCCC(=O)O)c1-c1nc2ccccc2s1	1	0.9	-8	14	6	93*	12	i	-0.4	33
55	Cc1cccc(OCc2nnc(SCC(=O)N3CCCC3)o2)c1	2	-0.5	4	-2	1	-4	-2	i	-1.2	-1
56	CCc1c(O)nc(SCC(=O)Nc2nc3ccccc3s2)n(C2CCCCC2)c1=O	-2	2.9	-11	9	4	0	5	i	0.6	-23
57	COc1ccc(NC(=O)COC(=O)c2ccccc2SCC(=O)N2CCCC2)cc1	-7	-0.7	-1	-8	-12	4	7	i	-0.3	-3
58	Cc1ccc(NC(=O)CC2SC(=Nc3ccc(O)cc3)NC2=O)cc1 (centres undefined)	3	-0.8	7	-3	11	-2	0	i	-0.9	3
59	COc1ccccc1NS(=O)(=O)c1cccc(C(=O)NCC(c2ccco2)N2CCCC2)c1 (centres undefined)	0	-9.0	3	-7	-11	-2	-7	i	-0.4	-5
60	O=C(NCc1nnc2c(C(F)(F)F)cc(Cl)cn12)c1ccco1	-1	0.7	11	0	-6	-5	-7	i	-0.3	1
61	COc1cc(C(=O)NC2CCN(Cc3ccccc3)CC2)cc(Cl)c1OC(C)C	0	-3.1	5	-12	-4	-5	1	i	-0.8	-7
